# From PubChem BioAssay
# GBA activity up = glucocerebrosidase activity enhancement | P04062 | L444P Gaucher fibroblasts, 4-MU-glucoside fluorescence, 3 days | activation, % at 10 µM | hit rate 0.44% among 30,000; in the data active = activation above about 65%;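 also: 0% = vehicle wells and 100% = positive control wells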
# Target sequence (P04062 whole entry L483P): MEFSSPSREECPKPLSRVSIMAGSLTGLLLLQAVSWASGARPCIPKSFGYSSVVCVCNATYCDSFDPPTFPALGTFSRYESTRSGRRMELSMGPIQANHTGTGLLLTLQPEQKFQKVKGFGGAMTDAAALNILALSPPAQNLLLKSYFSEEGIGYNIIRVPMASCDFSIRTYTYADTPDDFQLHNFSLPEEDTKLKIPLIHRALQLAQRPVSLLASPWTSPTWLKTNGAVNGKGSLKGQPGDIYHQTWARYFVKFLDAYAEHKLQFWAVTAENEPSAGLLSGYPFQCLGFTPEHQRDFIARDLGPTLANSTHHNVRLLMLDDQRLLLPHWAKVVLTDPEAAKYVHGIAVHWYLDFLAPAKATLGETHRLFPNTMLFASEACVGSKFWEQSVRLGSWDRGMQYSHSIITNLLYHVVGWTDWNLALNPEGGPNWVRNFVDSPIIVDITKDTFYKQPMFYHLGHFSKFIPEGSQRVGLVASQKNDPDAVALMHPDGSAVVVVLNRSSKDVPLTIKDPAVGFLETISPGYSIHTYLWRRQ
# The depositor's hits bear a star.
SMILES,GBA activity up
Cn1c(Cn2nnc3ccccc32)nnc1SCC(=O)N1c2ccccc2CCc2ccccc21,-4
O=C1N(S(=O)(=O)c2ccccc2F)C(=O)C2(CCCC2)N1S(=O)(=O)c1ccccc1F,-24
COCCNC(=O)c1ccc(CS(=O)(=O)c2ccccc2)o1,-9
Cc1ccc(S(=O)(=O)C2(C(=O)NC3CCCC3)CC2)cc1,-24
Cc1c(C(=O)OCC(C)(C)CN(C)C)oc2ccccc12,-13
COc1ccc(C(N)CCc2ccco2)cc1 (stereo unspecified),-29
O=C(CCn1c(=O)oc2ccccc21)n1c(=O)oc2ccccc21,13
O=C(Nc1nccs1)c1cc(N2CCOCC2)nc2ccccc12,7
Cc1nc(NCCCn2ccnc2)c2ccccc2n1,11
COc1ccc(S(=O)(=O)N(CC(=O)N2CCN(C)CC2)c2ccc(C)cc2)cc1OC,-6
CCOC(=O)C1CCN(C(=O)Cc2cccs2)CC1,47
O=C(CCCc1cccs1)N1CCN(S(=O)(=O)c2ccccc2Br)CC1,-7
CCCS(=O)(=O)N1CCCC(C(=O)NCCCN2CCCC2=O)C1 (stereo unspecified),-4
O=C(O)C1C2CCC(C2)C1C(=O)NCc1ccccn1 (stereo unspecified),-11
Cc1ccc(Cl)cc1NC(=O)CSc1nnc(C)n1-c1ccccc1,-42
CCOC(=O)C1CCCN(C(=O)C2CCC(CNS(=O)(=O)c3ccc(NC(C)=O)cc3)CC2)C1 (stereo unspecified),17
COc1ccc(CN2CCOCC2)c(C)c1C,4
Cc1ccc2nc(NC(=O)CCNS(=O)(=O)c3ccc(Br)s3)sc2c1,-7
CC1(C)CC(=O)C(C2(O)C(=O)N(Cc3ccccc3)c3ccccc32)CO1 (stereo unspecified),-29
Cc1cc(C)n(/N=C/c2ccccc2)c(=O)c1C#N,-10
N#Cc1cc(C(=O)c2cc(Cl)ccc2O)cn(CC2CCCO2)c1=O (stereo unspecified),-17
Cc1cccc2sc(NC(=O)C3CCCO3)nc12 (stereo unspecified),-2
COC(=O)c1ccccc1NC(=O)c1ccccc1N(C)S(C)(=O)=O,-9
Cc1nn(C(C)C(=O)N2CCN(c3ccccn3)CC2)c(=O)c2cc3occc3n12 (stereo unspecified),-1
CCOc1ccc(OCC)c(N=c2oc3c(C)ncc(CO)c3cc2C(N)=O)c1,4
O=C(Nc1cccnc1)C1CCCN(S(=O)(=O)c2cccc3nsnc23)C1 (stereo unspecified),-11
Cc1ccc(OCCN2CCN(C(=O)CCC(=O)Nc3nnc(C)s3)CC2)cc1,7
Cc1cccc(NC(=O)Nc2cc(C)on2)c1,-7
O=C(c1ccc2c(c1)OCO2)N1CCN(c2ccc(F)cc2)CC1,6
CSc1nnc2c(n1)OC(c1cn(C)c3ccccc13)N(C(C)=O)c1ccccc1-2 (stereo unspecified),-10
O=C(/N=C1\NC(=O)C(F)(C(F)(F)F)S1)NC1CCCCC1 (stereo unspecified),-6
CCN(Cc1ccccc1)C(=O)c1ccccc1C,18
CCC1(C)Cc2c(sc3nc4n(c(=O)c23)CCCS4)CO1 (stereo unspecified),-6
O=S(=O)(c1cccc(Cl)c1Cl)N1CCCCC1,-5
O=C1CS/C(=C\S(=O)(=O)c2ccc(Cl)cc2)N1,2
Cc1ccnc(NS(=O)(=O)c2cccc3nsnc23)c1,-7
Cc1nn2c(CN(C(=O)c3ccco3)c3ccccc3)nnc2c2ccccc12,-49
CCCOc1ccc2[nH]cc(C(=O)O)c(=O)c2c1,-34
Nc1nnc(CC(=O)N2CCCCC2)s1,0
COc1ccc(CC(C(=O)Nc2cccc(F)c2)c2nn[nH]n2)c(OC)c1 (stereo unspecified),-42
CCN(CC)S(=O)(=O)c1cccc(C(=O)Nc2ccc(C#N)cc2)c1,6
COc1cccc(C2c3c(oc4ccccc4c3=O)C(=O)N2CCCN(C)C)c1OC (stereo unspecified),-1
O=C(CCNS(=O)(=O)c1ccc2c(c1)CCC(=O)N2)NCc1cccnc1,-58
Cc1ccnc(NC(=O)COC(=O)C2COc3ccccc3O2)n1 (stereo unspecified),5
CCC(=O)N1CCc2cc(S(=O)(=O)CCC(=O)Nc3ccc(F)c(F)c3)ccc21,11
CCCC(=O)N1CC2(C)CN(C(=O)CCC)CC(CCC)(C1)C2=O,-49
CC1CCN(S(=O)(=O)N2CCC(C(=O)NCc3cccs3)CC2)CC1,-1
C=CCOc1ccccc1C1C2=C(CC(C)(C)CC2=O)Nc2c1c(=O)n(C)c(=O)n2C (stereo unspecified),9
CCc1nnc(NC(=O)CSc2nc3cccnc3n2C2CCCCC2)s1,-25
Cc1ccc(C(N)=O)cc1S(=O)(=O)Nc1cccc(C)c1C,-55
# Continuation.
SMILES,GBA activity up
CCOc1ccc(C(C)=O)cc1N1C(=O)C2C3C=CC(C3=C(C)C)C2C1=O (stereo unspecified),-37
O=C1OCCC1Sc1nc(-c2ccccc2)cs1 (stereo unspecified),-26
CCn1c(SCC(=O)Nc2cc3oc4ccccc4c3cc2OC)nnc1-c1cccs1,-5
Cc1ccc(OCC(=O)Nc2ccc(S(=O)(=O)Nc3onc(C)c3C)cc2)cc1,-6
Cc1ccc(-c2c3c(=O)n(C)c(=O)n(C)c3cn2N2CCOCC2)cc1,-13
CC(=O)NC(CCS(C)(=O)=O)C(=O)Nc1ccc(C)c(F)c1 (stereo unspecified),-11
COc1ccc2cc3cc(C(=O)Nc4ccc5c(c4)OCCO5)oc3nc2c1,-37
COC(=O)C1=C(C)NC(C)=C(C(=O)OC)C1c1ccccc1[N+](=O)[O-],-34
CS(=O)(=O)N1CCN(C(=O)c2ccccc2F)CC1,-2
NC(=O)C1CCN(C(=O)CSCc2ccccc2Cl)CC1,-22
COc1cc2c(OC)cccc2cc1C(=O)O,-20
Cc1ccc(-c2nnc(SC(C)C#N)n2N)cc1 (stereo unspecified),2
Fc1ccccc1Cn1nnc2c(NCc3ccccn3)ncnc21,-20
CC1CC(C)(C)CC2(C1)NC(=O)N(CC(=O)NCC(c1ccco1)N1CCCCC1)C2=O (stereo unspecified),-16
O=C(CCS(=O)(=O)c1ccc(Br)s1)NCc1cccs1,-46
O=C(CCn1cccc1)NCc1ccc(Cl)cc1,-11
CCCCN(CCCC)C(=O)CCS(=O)(=O)c1ccc2c(c1)n(C)c(=O)c(=O)n2C,-4
Cn1cc(C(=O)NC2CCCCC2)c(=O)c2cc(S(=O)(=O)N3CCCC3)ccc21,7
CCOC(=O)CN(C(=O)CNC(=O)c1ccco1)C(C(=O)NC1CCCCC1)c1cccc(OC)c1 (stereo unspecified),-25
Cc1nnc(Sc2nc3ccccc3o2)c2ccccc12,-6
CCc1nc(SCC(=O)N2CCCc3ccccc32)c2c(=O)n(C)c(=O)n(C)c2n1,-11
Cc1[nH]c2ccccc2c(=O)c1CN(C)Cc1ccccc1,-2
COc1cc(CN/C(C)=C(\C#N)C(N)=O)cc(OC)c1OC,-5
Cc1cccn2c(=O)c3cc(C(=O)N4CCCc5ccccc54)n(C)c3nc12,2
Cc1occc1-c1nnc(SCC(=O)c2c(N)n(Cc3ccccc3)c(=O)n(C)c2=O)n1C,10
CCNc1nc2c(c(=O)n(Cc3ccccc3)c(=O)n2C)n1Cc1ccccc1,-24
O=C(NCc1ccccn1)C1CCCN(Cc2cnn(-c3ccccc3)c2-n2cccc2)C1 (stereo unspecified),-16
O=C(O)CC1NC(=O)N(c2ccc(Cl)cc2)C1=O (stereo unspecified),-2
Cc1ccc(C)c(N2CCN(C(=O)CCCOc3cc(=O)n(C)c4ccccc34)CC2)c1,-46
Cc1cc(Cl)ccc1OCC(=O)Nn1c(C)ccc1C,-18
CC(C)C(NC(=O)c1cccc(S(=O)(=O)N2CCOCC2)c1)C(=O)NCCc1ccccn1 (stereo unspecified),-2
Cc1c(C(=O)NC2=NCCS2)oc2ccccc12,-35
CCc1nnc(SCC(=O)Nc2ccc(C(C)=O)cc2)nc1CC,-25
COc1ccccc1OC(C)C(=O)O (stereo unspecified),-29
Cn1c(=O)c2c(nc(SCC(=O)N3c4ccccc4CCc4ccccc43)n2C)n(C)c1=O,7
CCC(=O)N1CCc2cc(S(=O)(=O)N3CCc4ccccc43)ccc21,-43
CC(=O)N1CCN(c2ccc(S(=O)(=O)N3CCCCC3)cn2)CC1,-38
Nc1ccccc1-c1nc2ccccc2[nH]1,-8
Cc1ccc(Cl)cc1N1CCN(C(=O)C2CCN(S(=O)(=O)c3c(C)nn(C)c3C)CC2)CC1,-28
O=C(O)C1C2C=CC(C2)C1C(=O)Nc1cccc(F)c1 (stereo unspecified),-4
CCOC(=O)/C=C(\C)Sc1cc(=O)oc2ccccc12,-20
COc1cc2c(C(=O)N3CCN(C4CCCCC4)CC3)cn(CC(C)C)c(=O)c2cc1OC,-4
Cc1cc(C)nc(SCCC(=O)N(C)C)n1,-8
CCOc1ccc(CNc2ccc3c(c2)ncn3C)cc1,-2
Cc1cccc(OCCC(=O)Nc2ccc(S(=O)(=O)N3CCCC3)cc2)c1,-19
Cc1ccc(C)n1NC(=O)c1ccco1,-2
COc1ccc(NC(=O)C2CCC(=O)N2S(=O)(=O)c2ccc(C)cc2)c(OC)c1 (stereo unspecified),-10
O=C(C1CCC1)N1CCN(Cc2ccccc2)CC1,-47
CN(C(=O)c1coc(=O)c2ccccc12)c1ccc(F)cc1,-51
CCNC(=O)CN(C1CCCCC1)S(=O)(=O)c1ccc(F)cc1,-15
# Next structures.
SMILES,GBA activity up
COc1ccc(/C(O)=C2/C(=O)C(=O)N(CCN(C)C)C2c2ccc(F)cc2)cc1Cl (stereo unspecified),-32
O=C1CC(c2cc3c(cc2Br)OCO3)C2=C(CCCC2=O)N1 (stereo unspecified),-32
CNc1oc(-c2ccco2)nc1C#N,-13
Cc1nc(NC(CC(C)C)C(=O)O)c2nc(C)oc2n1 (stereo unspecified),-18
CC(=O)c1c(C)c[nH]c1C,-38
CCOC(=O)C1CCN(Cc2ccccc2C(F)(F)F)CC1,-8
COC(=O)Cn1nc(-c2ccccc2)c2ccccc2c1=O,-1
CSc1nc(N)nc(SCC(=O)c2ccc(C)cc2)c1C#N,0
CC1(C)CC(=O)C=C(Nc2ccccc2NC(=O)c2cnccn2)C1,-10
CN1CCN(CCCNC(=O)Cn2nc(-c3ccccc3)ccc2=O)CC1,25
COC(=O)c1ccc(CSc2nnc(CNC(=O)c3cccs3)o2)o1,-39
O=C(C1CCN(S(=O)(=O)N2CCOCC2)CC1)N1CCN(c2ccccc2)CC1,6
CC(C)C(=O)NCCn1ccc2ccccc21,0
C=CCn1c(N)c(C(=O)OCCC)c2nc3ccccc3nc21,-21
CCCS(=O)(=O)N1CCCC(C(=O)NCCCN(C)c2ccccc2)C1 (stereo unspecified),-4
O=C(NCCCN1CCCC1)C1CCC(=O)N1C1CCCCC1 (stereo unspecified),-27
O=C(c1c(F)cccc1F)N1CCN(c2ccccc2F)CC1,-42
CCOC(=O)Cn1cnc2sc3c(c2c1=O)CCC3,-14
CCCN(CCC)S(=O)(=O)c1ccc2c(c1)CCCN2C(C)=O,-6
O=C(c1cccnc1)N1CCN(Cc2ccc3c(c2)OCO3)CC1,-7
O=C(CSc1ccccn1)c1ccc2c(c1)OCO2,-15
CC(/C=N/O)Cc1ccc2c(c1)OCO2 (stereo unspecified),7
CCN(CC)CCCN1C(=O)C(O)=C(C(=O)c2ccc(C)o2)C1c1cccs1 (stereo unspecified),-2
CS(=O)(=O)N(CC(=O)N1CCc2ccccc2C1)c1ccc2c(c1)OCO2,-42
CCOc1ccc2c(c1)sc(=NC(=O)C1CC1)n2C,1
CCCS(=O)(=O)N1CCC(C(=O)NCCN(C)Cc2ccccc2)CC1,4
CC(=O)Nc1nc(-c2ccc(Br)s2)cs1,0
CCC(NS(=O)(=O)c1c(C)[nH]c(=O)[nH]c1=O)C12CC3CC(CC(C3)C1)C2 (stereo unspecified),-67
COC(=O)c1[nH]c2ccc(C)cc2c1NS(=O)(=O)c1ccc(F)c(C)c1,-10
CCOC(=O)N1CCN(S(=O)(=O)c2ccc(C)c(C)c2C)CC1,-1
C=CCSc1nc2c(c(=O)[nH]c(=O)n2C)n1C/C=C(/C)Cl,-22
Cc1ccsc1C(=O)OCC(=O)NCc1ccc2c(c1)OCO2,7
Cc1c(C(=O)NCC2CCCO2)oc2ccc(S(=O)(=O)N3CCCC3)cc12 (stereo unspecified),-60
CCOC(=O)C1CCCN(C(=O)CCNS(=O)(=O)c2ccc3c(c2)CCC(=O)N3)C1 (stereo unspecified),-4
COc1ccc(C(c2nnnn2Cc2ccccc2)N2CCN(C(=O)c3ccco3)CC2)cc1OC (stereo unspecified),-38

# This is a subset, so the mix of outcomes need not match the whole.
